# RAD52 anneal inh = blocks human RAD52 DNA annealing; P43351; recombinant RAD52 DNA annealing, FRET fluorescence; inhibition, % at 18.7 µM; 360,000 tested, 0.46% active;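 active means every replicate showing at least 50% inhibition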
# PGC1a acetyl inh = lowers PGC1a acetylation signal in U2OS cells; inhibition, % at 15.6 µM; 350,000 tested, 0.17% active; AlphaScreen anti-acetyl-lysine; with virally co-expressed GCN5 acetyltransferase;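 active means every replicate shows inhibition of at least 40%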;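 further: 0% = neutral control wells and 100% = positive control wells; some results beyond the cut were filed as inactive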
# RAD54 inh = inhibitors of human RAD54 branch migration; inhibition, % at 10.4 µM; AID 602329; Q92698; 360,000 tested, 0.14% active; RAD54 Holliday junction branch migration, FAM/BHQ fluorescence;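 active means mean normalized replicate activity at least 40 and at least half of replicates scoring 40 or more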;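 further: 0% = median of neutral control wells and 100% = median of positive control wells; inhibitors cause a drop in the FAM fluorescence signal; in these data hits start at about 50%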
# Target sequence (Q92698 whole entry, looked up): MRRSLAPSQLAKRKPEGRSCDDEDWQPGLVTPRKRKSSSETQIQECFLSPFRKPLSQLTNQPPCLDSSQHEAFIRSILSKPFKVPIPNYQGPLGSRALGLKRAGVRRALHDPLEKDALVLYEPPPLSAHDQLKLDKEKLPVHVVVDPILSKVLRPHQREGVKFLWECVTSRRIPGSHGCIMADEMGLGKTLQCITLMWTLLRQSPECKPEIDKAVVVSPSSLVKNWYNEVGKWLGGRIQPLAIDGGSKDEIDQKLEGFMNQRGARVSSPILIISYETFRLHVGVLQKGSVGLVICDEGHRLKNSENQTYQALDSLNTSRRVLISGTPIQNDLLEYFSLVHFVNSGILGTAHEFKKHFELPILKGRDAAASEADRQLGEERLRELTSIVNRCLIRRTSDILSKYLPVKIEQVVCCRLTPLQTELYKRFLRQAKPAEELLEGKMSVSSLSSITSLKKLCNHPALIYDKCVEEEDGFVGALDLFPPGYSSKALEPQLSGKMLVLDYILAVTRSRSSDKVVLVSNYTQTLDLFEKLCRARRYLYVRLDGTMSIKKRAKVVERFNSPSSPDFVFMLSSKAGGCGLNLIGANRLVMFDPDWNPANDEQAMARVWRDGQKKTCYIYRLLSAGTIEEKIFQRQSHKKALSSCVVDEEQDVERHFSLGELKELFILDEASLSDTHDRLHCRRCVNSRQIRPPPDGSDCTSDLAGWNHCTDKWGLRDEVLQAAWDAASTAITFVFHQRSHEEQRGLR
# Cneo AK release = causes C. neoformans cell lysis; lysis activity, % at 15 µM; 360,000 tested, 0.2% active; AID 651654; adenylate kinase release luminescence, 4 h; normalised: neutral wells 0, clomiphene wells 100;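 active means mean lysis activity across replicates of at least 80%, whatever share of replicates individually reach that level; inactive means mean lysis activity below 80%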
#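 Schedule: static 4 h at 37 °C with compound, 1 h detection; system: C. neoformans cells; benchmarks: Clomiphene as positive control; buffer or medium: fresh YPD medium; measure: luminescence rise reflecting yeast cell lysis; measured by: luminescent adenylate kinase detection reagent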
# PglD inh = blocks C. jejuni PglD acetyltransferase activity | purified PglD enzyme, DTNB colorimetric CoA detection | inhibition, % at 12.5 µM | 360,000 tested, 0.098% active | AID 602405; in the data active means inhibition above about 16%, passing the limit was not always enough; further: strong numbers were not always called active
# ERAP1 inh = inhibitors of human ERAP1 aminopeptidase; inhibition, % at 10.7 µM; recombinant ERAP1, Leu-AMC fluorescence, 60 min; 340,000 tested, 0.15% active; Q9NZ08;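 active means mean replicate inhibition of at least 30%, or all replicates individually reaching that 30% level; inactive means mean below 30% and not every replicate reaching it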;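 further: 0% = neutral control wells and 100% = L-leucinethiol positive control wells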
# miR122 inh = miR-122 inhibition in Huh7 cells. AID 602342. activation (reporter increase), % at 12.5 µM. 340,000 tested, 0.3% active. Huh7 miR-122 Renilla luciferase sensor, 48 h; neutral wells = 0, positive control = 100;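 active means mean replicate activation score at least 90 and every replicate individually at or above 90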;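 further: higher luciferase means less miR-122 activity so hits act as miR-122 inhibitors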
# E-sel inducer = E-selectin induction on HUVECs; P16581; HUVEC E-selectin immunofluorescence imaging; normalized: neutral wells 0, TNF-alpha wells 100; activation, % at 7.58 µM; 260,000 tested, 0.37% active;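 active means mean E-selectin-positive cell signal at least 10% of the positive control, reached in at least 60% of replicates, without over 20% cell loss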;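 further: in these data hits start at about 27%; measured in HUVEC primary endothelial cells; signal is the percent of cells scored E-selectin positive by PE staining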
#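 Test system: HUVEC | Signal: Immunofluorescence imaging | Read-out: Percent E-selectin-positive cells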
# The depositor's hits bear a star; . = no result given; [ ] = dose if it differs, or a comment.
SMILES	RAD52 anneal inh	PGC1a acetyl inh	RAD54 inh	Cneo AK release	PglD inh	ERAP1 inh	miR122 inh	E-sel inducer
O=C(NCCN1CCOCC1)C(=O)NCC1OCCN1S(=O)(=O)c1cc(F)ccc1F (configuration not stated)	-8	.	-2	0	-6	3	-1	.
CS(=O)(=O)Nc1ccc(Br)cc1C(=O)c1ccccc1	.	-3	-3	1	-3	.	5	.
COC(=O)[C@@H](NC(=O)CN=[N+]=[N-])c1ccccc1	1	-10	.	-2	.	2	.	.
CC(=O)c1cccc(NC(=O)c2ccc(C(=O)Nc3cccc(C(C)=O)c3)nc2)c1	-68	6	.	.	.	-1	.	-0.1
CC(=O)Nc1ccc(S(=O)(=O)NCc2ccc(C)cc2)cc1	.	4	3	5	-1	.	8	.
CC(=O)c1ccc(NC(=S)Nc2cccc3ccccc23)cc1	-7	.	3	0	3	0	1	.
CC1C(c2ccccc2)=Nn2c(=O)n(-c3ccccc3)c(=O)n21 (configuration not stated)	-4	1	4	0	-2	1	12	-0.2
CNS(=O)(=O)c1cnccc1N1CCN(c2cccc(C(F)(F)F)c2)CC1	.	-11	-1	-1	0	.	4	.
COc1ccccc1NC(=O)c1cc(-c2ccc(C)o2)nc2ccccc12	-8	.	10	-14	-4	-15	.	0.8
CCC(C)(C)NC(=O)C(C(C)C)N(CC1CCCO1)C(=O)CNS(=O)(=O)c1ccc(F)cc1 (configuration not stated)	-8	.	0	-1	-1	1	-2	.
C[C@H]1CN([C@@H](C)CO)C(=O)c2ccccc2-c2ccccc2CO[C@H]1CN(C)S(=O)(=O)c1ccc(C(F)(F)F)cc1	11	-4	-5	43	1	4	.	1.4
COc1cccc(-n2c(SCC(=O)Nc3sc4c(c3C(N)=O)CCC4)nc3ccccc3c2=O)c1	.	-7	-3	0	-1	.	-9	.
COC(=O)c1ccc(C(=O)OC)c(NC(=O)CS(=O)(=O)Cc2ccccc2)c1	.	5	-1	4	1	.	3	.
COc1ccccc1-c1noc(CCC(=O)NC2CCCCC2)n1	-4	.	-5	1	-1	2	-1	-0.7
O=C1c2ccccc2C(=O)N1Cc1ccc2c(c1)OCO2	.	11	10	2	0	.	-11	.
C[C@@H](OC(=O)c1[nH]cnc1C(=O)NCc1ccc(CNC(=O)OC(C)(C)C)cc1)c1ccccc1	-5	-7	3	-1	3	-2	-1	-0.2
CC1(C)Cc2c(c(-c3ccccc3)[nH]c(=O)c2C#N)CO1	.	-4	0	1	2	.	-3	.
CC1CN(C(=O)C(Sc2ccccc2)c2ccccc2)CC(C)O1 (configuration not stated)	.	2	1	-5	8	.	1	0.2
c1ccc(N2CCN(c3ncccn3)CC2)cc1	.	-12	-1	6	6	.	0	.
CC(C)C[C@H](NC(=O)N1CCn2c1nc1ccccc12)C(=O)NCC1CCCO1 (some centres not stated)	-9	-1	-14	-1	-5	3	-3	9.1
O=C(CN1CCOCC1)N1CC2(C1)[C@H](c1ccccc1)[C@@H](CO)N2Cc1cccc(F)c1	-7	-4	.	.	.	-3	.	0.0
COCCOC(=O)N1C(=O)[C@@]2(c3cc(C#Cc4ccc(OC)cc4)ccc31)[C@H](C(=O)N1CCN(c3ncccn3)CC1)[C@H]1C(=O)O[C@H](c3ccccc3)[C@H](c3ccccc3)N1[C@@H]2c1ccc(OCCO)cc1	10	7	3	-6	2	-2	.	.
CCc1nc2ccc(C(=O)NCCOc3ccc(OC)cc3)cn2c1N(C)C(=O)COc1ccccc1	12	9	-1	-3	2	-1	-1	1.9
Clc1nc(NC2CCCC2)nc(N2CCOCC2)n1	-12	-12	4	2	0	0	2	0.0
COc1cc(N)c(Cl)cc1C(=O)OCC(=O)Nc1cccnc1Cl	-3	.	-10	0	-4	-2	-3	-1.7
CCNc1c(N)c(=O)oc2ccccc12	.	4	-4	2	0	.	-1	.
CN(C(=O)c1cccc(NC(=O)Cc2cccc([N+](=O)[O-])c2)c1)C1CC1	-3	.	-6	13	4	4	75	0.1
C[C@@H]1CN([C@H](C)CO)C(=O)c2cc(-c3cccc(F)c3)cnc2O[C@@H]1CN(C)Cc1ccccc1	4	10	8	3	-3	1	-2[16.7 µM]	1.0
CNC[C@H]1OCCCC[C@H](C)Oc2ccc(NC(=O)NC(C)C)cc2C(=O)N([C@H](C)CO)C[C@@H]1C	-109	5	7	1	-1	1	-2[16.7 µM]	0.1
CCc1ccc(OC(=O)c2cncc(Br)c2)cc1	-3	-11	-10	-1	-4	-2	-3	0.5
CN(C)CC(=O)N[C@@H]1CC[C@H](CCNC(=O)C2CCCCC2)O[C@H]1CO	-6	-1	0	0	1	3	.	-0.3
CCC(=O)Nc1ccc2c(c1)C(=O)N(C)[C@H]1CC[C@@H](CC(=O)NCc3ccccc3Cl)O[C@H]1CO2	-5	3	-1	44	-3	-4	37[16.7 µM]	0.3
C[C@@H]1CN([C@@H](C)CO)C(=O)c2cc(NS(=O)(=O)c3ccc(F)cc3)ccc2O[C@@H](C)CCCCO[C@H]1CN(C)Cc1ccc(C(F)(F)F)cc1	-27	6	-6	6	3	1	-19[16.7 µM]	0.9
C[C@H](CO)N1C[C@H](C)[C@H](CN(C)C(=O)Nc2cccc3ccccc23)Oc2ccc(NS(=O)(=O)c3cn(C)cn3)cc2C1=O	6	6	6	-3	2	4	4[16.7 µM]	-0.1
Cc1ccsc1CN1CCN(c2ccccn2)CC1	.	-1	-1	1	-1	.	-3	.
Cc1cc(-c2ccncc2)n2ncc(-c3ccccc3)c2n1	-4	.	-4	1	3	0	10	0.2
CCCCc1cn(C[C@H](Cc2ccccc2)NC(=O)N[C@H](CO)CCc2oc(C(C)=O)c(C(=O)OC)c2C(=O)OC)nn1	11	-1	4	-2	-3	2	.	.
O=C(c1cccn(Cc2ccc(C(F)(F)F)cc2)c1=O)N1CCOCC1	-1	2	-3	-2	-3	11	-3	.
COc1ccc2[nH]c(=O)c(CN(C)C(=O)C3CCCCC3)cc2c1	.	-7	-9	0	-1	.	-7	.
O=C(c1ccc(F)cc1)N1CCN(c2cc(=O)[nH]nc2-c2ccccc2)CC1	.	2	-3	0	-5	.	-1	.

# Reprinted at random: five records from the list
SMILES	RAD52 anneal inh	PGC1a acetyl inh	RAD54 inh	Cneo AK release	PglD inh	ERAP1 inh	miR122 inh	E-sel inducer
C[C@@H]1CN([C@@H](C)CO)C(=O)c2cc(NS(=O)(=O)c3ccc(F)cc3)ccc2O[C@@H](C)CCCCO[C@H]1CN(C)Cc1ccc(C(F)(F)F)cc1	-27	6	-6	6	3	1	-19[16.7 µM]	0.9
CCCCc1cn(C[C@H](Cc2ccccc2)NC(=O)N[C@H](CO)CCc2oc(C(C)=O)c(C(=O)OC)c2C(=O)OC)nn1	11	-1	4	-2	-3	2	.	.
COc1ccc2[nH]c(=O)c(CN(C)C(=O)C3CCCCC3)cc2c1	.	-7	-9	0	-1	.	-7	.
C[C@H](CO)N1C[C@H](C)[C@H](CN(C)C(=O)Nc2cccc3ccccc23)Oc2ccc(NS(=O)(=O)c3cn(C)cn3)cc2C1=O	6	6	6	-3	2	4	4[16.7 µM]	-0.1
Cc1cc(-c2ccncc2)n2ncc(-c3ccccc3)c2n1	-4	.	-4	1	3	0	10	0.2

# Single records (already shown). Screens in order: RAD52 anneal inh | PGC1a acetyl inh | RAD54 inh | Cneo AK release | PglD inh | ERAP1 inh | miR122 inh | E-sel inducer
# C[C@H]1CN([C@@H](C)CO)C(=O)c2ccccc2-c2ccccc2CO[C@H]1CN(C)S(=O)(=O)c1ccc(C(F)(F)F)cc1 in the list: 11 | -4 | -5 | 43 | 1 | 4 | . | 1.4
# COc1ccccc1-c1noc(CCC(=O)NC2CCCCC2)n1 in the list: -4 | . | -5 | 1 | -1 | 2 | -1 | -0.7

# Continued.
compound,RAD52 anneal inh,PGC1a acetyl inh,RAD54 inh,Cneo AK release,PglD inh,ERAP1 inh,miR122 inh,E-sel inducer
CC(=O)c1cc(CN2CCN(CC=C(C)C)C(CCO)C2)cs1 (configuration not stated),-6,.,-1,-1,5,6,-4,6.8
O=C(Oc1nsnc1N1CCOCC1)N1CCOCC1,13,.,-13,1,0,-3,3,.
CO[C@@H]1CN(C)C(=O)c2cc(NC(C)=O)ccc2OC[C@@H](C)N(C(=O)c2cccnc2)C[C@H]1C,-18,11,0,-4,-3,-1,15[16.7 µM],0.1
Cc1cc(C)nc(N2CCC(C(=O)NCCc3ccccc3)CC2)n1,.,.,-16,4,-1,.,-4,.
Cc1cc(C)c2nc(SCC#N)cc(C)c2c1,.,-13,-20,-2,-2,.,4,.
Cc1ccc(C)c2[nH]c(=O)c(CCNC(=O)CC(C)(C)C)cc12,0,-3,-5,5,1,-6,-8,0.1
CCCS(=O)(=O)Nc1c(C(=O)O)[nH]c2ccc(OC)cc12,-12,6,3,7,-3,-2,-14,0.0
O=C1COc2ccc(C(=O)COC(=O)c3ccccc3[N+](=O)[O-])cc2N1,-13,.,-10,1,9,-2,.,-1.2
O=C(c1ccccc1)N1CCN(C2CCCCC2)CC1,.,1,-1,-4,4,.,3,.
CCn1c(SCC(=O)Nc2cc(C)on2)nnc1-c1cccc(C)c1,2,-21,-1,-2,-2,1,-3,0.1
Nc1ncc(-c2ccc(-c3ccccc3)cc2F)cc1-c1ccccc1F,1,.,-6,0,2,-4,-7,0.5
CN(C)c1ccc(CN(C(=O)/C=C/c2ccco2)C2CCS(=O)(=O)C2)cc1 (configuration not stated),-10,5,-6,2,5,.,-7,.
Cc1ccc(S(=O)(=O)NCC[C@H]2CC[C@H](NC(=O)CCN3CCCCC3)[C@@H](CO)O2)cc1,-3,-3,-1,-1,0,0,.,0.1
O=C1c2ccc(-c3ccc4c(c3)C(=O)N(CCCO)C4=O)cc2C(=O)N1CCCO,-6,70*,-6,3,4,0,2,1.3
Cc1ccc(NC(=O)c2cncc(Br)c2)c(O)c1,-23,23,.,.,.,0,2,-1.2
OC(c1ccccc1)(c1nc(-c2ccc(Cl)cc2)cs1)C(F)(F)F (configuration not stated),-15,11,-10,-1,-2,1,5,1.0
Cc1noc(C)c1COC(=O)CCCc1c[nH]c2ccccc12,.,1,0,0,-3,.,-4,.
CC(=O)NC1(C(=O)O)CCCC1,3,-6,4,0,1,.,-2,2.5
CCCN(C)C[C@H]1OCc2cnnn2CCCC(=O)N([C@@H](C)CO)C[C@H]1C,8,-4,5,-1,-2,2,0[16.7 µM],-0.3
COc1cccc(C2=NOC(C(=O)Nc3c(C)n(C)n(-c4ccccc4)c3=O)C2)c1 (configuration not stated),-1,1,-11,-1,0,.,-25,8.8
CC(C)c1ccc(NS(=O)(=O)c2ccc3[nH]cc(C(=O)N4CCC(C(N)=O)CC4)c(=O)c3c2)cc1,.,-3,-6,1,-4,.,-10,.
O=C(C[C@@H]1C[C@H]2c3cc(NC(=O)C4CCC4)ccc3O[C@H]2[C@@H](CO)O1)NCCc1ccccc1,3,-4,2,9,2,2,-2[16.7 µM],-0.2
Cc1cccc(NC(=O)Nc2c(C)n(C)n(-c3ccccc3)c2=O)c1,-17,8,6,-6,-3,3,-12,.
O=C(O)CCc1[nH]c2ccccc2c1Sc1ccccc1,-4,-4,-7,2,6,-6,7,0.2

# Random draw from the library; any-hit rate near 1.4%.
